From PubChem BioAssay
FadD28 FP inh = blocks FadD28 binding to the bisubstrate probe. 0.22% of 360,000 active. fluorescence polarization. inhibition, % at 12.5 µM; in the data active = inhibition above about 8.5%, passing the limit was not always enough; inconclusive = no clear call, values can overlap the other calls
Rv3671c inh = inhibits the M. tuberculosis serine protease Rv3671c. P9WHR9. inhibition, % at 5.96 µM. 0.048% of 320,000 active; in the data active = inhibition above about 38%;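 note: extracellular domain of Rv3671c used as enzyme; 0% = enzyme with DMSO and 100% = no enzyme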
Target sequence (P9WHR9 whole entry, looked up, the tested form may be a part): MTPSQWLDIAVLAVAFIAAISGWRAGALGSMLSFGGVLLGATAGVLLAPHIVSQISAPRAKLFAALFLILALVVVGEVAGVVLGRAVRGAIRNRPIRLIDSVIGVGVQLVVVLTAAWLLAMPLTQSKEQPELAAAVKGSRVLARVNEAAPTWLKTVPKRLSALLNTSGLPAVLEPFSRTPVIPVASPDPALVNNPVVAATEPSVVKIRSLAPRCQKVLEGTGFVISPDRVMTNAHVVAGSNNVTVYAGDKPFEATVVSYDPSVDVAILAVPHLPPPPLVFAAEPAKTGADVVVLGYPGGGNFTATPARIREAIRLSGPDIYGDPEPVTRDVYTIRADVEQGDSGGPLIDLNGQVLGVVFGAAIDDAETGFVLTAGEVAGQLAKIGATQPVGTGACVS
PrPC TRFRET = reduces human prion protein on the cell surface | P04156 | cell surface PrPC, TR-FRET read-out | inhibition, % at 13.8 µM | 0.43% of 370,000 active; in the data active = inhibition above about 24%; note: 0% = median of the test wells and 100% = reference compound wells
Mtb UGM inh = Mtb UDP-galactopyranose mutase inhibition; P9WIQ1; purified UGM, fluorescence polarization probe displacement; inhibition, % at 10 µM; 0.06% of 320,000 active; AID 504406; in the data active = inhibition above about 10%, passing the limit was not always enough; inconclusive = no clear call, values can overlap the other calls
Target sequence (P9WIQ1 whole entry, looked up): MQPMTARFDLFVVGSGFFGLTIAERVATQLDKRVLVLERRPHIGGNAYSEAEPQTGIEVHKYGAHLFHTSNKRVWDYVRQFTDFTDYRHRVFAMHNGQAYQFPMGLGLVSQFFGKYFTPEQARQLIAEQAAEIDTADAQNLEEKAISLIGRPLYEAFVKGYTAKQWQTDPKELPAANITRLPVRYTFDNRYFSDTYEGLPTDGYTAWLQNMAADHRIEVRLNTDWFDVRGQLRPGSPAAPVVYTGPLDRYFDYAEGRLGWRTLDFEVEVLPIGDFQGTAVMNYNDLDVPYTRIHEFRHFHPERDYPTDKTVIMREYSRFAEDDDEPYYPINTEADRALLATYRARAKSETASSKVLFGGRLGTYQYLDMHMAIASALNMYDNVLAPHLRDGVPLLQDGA
FBA Mtb inh = inhibits M. tuberculosis FBA enzyme. P9WQA3. purified M. tuberculosis FBA, fluorescence read-out. inhibition, % at 1 µM. 2.3% of 360,000 active; in the data active = inhibition above about 27%;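 note: 0% = vehicle and 100% = reference inhibitor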
GDH-TPI inh = counter-screen for M. tuberculosis FBA inhibitors: GDH-TPI coupled enzymes; GDH-TPI coupled enzyme counterscreen, NADH absorbance; inhibition, % at 4.8 µM; 1.2% of 360,000 active; AID 588335; in the data active = inhibition above about 30%;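 note: 0% = DMSO wells and 100% = wells lacking the enzyme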
BoNT F protease = BoNT F light chain protease inhibition; Multiplex microsphere protease cleavage assay, flow cytometry; inhibition, % at 10 µM; 0.22% of 360,000 active; in the data active = inhibition above about 35%, passing the limit was not always enough; inconclusive = no clear call, values can overlap the other calls; note: plate controls were buffer without enzyme for full effect and enzyme alone for no effect
MazEF act = increases E. coli MazEF RNase cleavage of RNA; P0AE70; FAM/BHQ RNA-DNA oligo cleavage fluorescence, 5 h; activation, % at 20 µM; 0.32% of 350,000 active; in the data active = activation above about 50%
Target sequence (P0AE70 whole entry, looked up): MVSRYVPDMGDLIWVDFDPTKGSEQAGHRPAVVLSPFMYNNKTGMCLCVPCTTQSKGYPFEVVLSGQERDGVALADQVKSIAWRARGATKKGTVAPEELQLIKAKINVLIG
BioA inh = blocks M. tuberculosis BioA enzyme activity; purified M. tuberculosis BioA enzyme, plate reader; 0.096% of 360,000 active; inhibition, % at 9.99 µM; AID 602481; in the data active = inhibition above about 40%; inconclusive = no clear call, values can overlap the other calls
* marks the source's active call; other numbers are inactive results; u = inconclusive; x = not tested or not shown; & = joins results of further samples.

SMILES | FadD28 FP inh | Rv3671c inh | PrPC TRFRET | Mtb UGM inh | FBA Mtb inh | GDH-TPI inh | BoNT F protease | MazEF act | BioA inh
COc1cccc(C2C(C(C)=O)=C(O)C(=O)N2Cc2ccco2)c1 (stereo not given) | 0.0 | -10 | -1 | -0.5 | -2 | 15 | -12 | 9 | x
COc1cccc(CC(NC(C)=O)C(=O)NC2CCN(S(=O)(=O)c3ccc(C)cc3)CC2)c1OC (stereo not given) | -2.9 | -8 | -4 | -0.6 | -1 | -7 | -8 | 6 | x
O=C(Nc1ccc(Br)cc1)Nc1ccccc1Cl | -0.4 | -6 | 21 | 0.6 | 5 | 10 | -13 | -15 | x
COc1cc(C(=O)OCC(=O)NCC2CCCO2)cc(OC)c1OC (stereo not given) | -1.3 | 11 | -5 | -0.5 | 1 | 4 | -6 | 8 | -0.4
CCNC(=S)Nc1ccc(Cl)cc1Cl | -2.1 | -18 | 7 | 1.7 | -3 | 6 | -2 | -1 | 0.6
CC1c2[nH]c3ccccc3c2CCN1S(C)(=O)=O (stereo not given) | -2.8 | -1 | 1 | -1.8 | 3 | 1 | u | 6 | 0.4
O=[N+]([O-])c1ccc2nc(-c3ccc(Cl)cc3)n(OCc3ccccc3)c2c1 | -1.2 | 5 | 9 | -0.1 | -1 | 34* | -2 | 1 | x
CC(C)CNC(CC(=O)Nc1cccc([N+](=O)[O-])c1)C(=O)O (stereo not given) | -4.7 | -13 | -7 | 0.4 | -4 | -3 | 0 | 1 | x
O=C(NCC1CCCO1)c1cc(C(=O)C2CC2)c[nH]1 (stereo not given) | -0.5 | -2 | -1 | 0.5 | -2 | 5 | -1 | 4 | -1.0
C/C(Cc1ccccc1)=N\NC(=O)c1cc(C(C)(C)C)[nH]n1 | 0.3 | 3 | 1 | 2.0 | 2 | 2 | -2 | 4 | x
Cc1noc(C)c1S(=O)(=O)N(C)C[C@H]1OCCCC[C@@H](C)Oc2ccc(NC(=O)CCCN(C)C)cc2C(=O)N([C@H](C)CO)C[C@@H]1C | -3.4 | x | -10 | x | -2 | 0 | 2 | 4 | -0.7&-1.0
Cc1ccccc1Cn1c(-c2cncs2)nc2ccccc21 | -0.1 | 5 | 15 | -3.4 | 3 | 8 | -1 | 1 | -4.9
Cc1nc2ccccc2n1CCc1ccccc1 | -2.0 | 4 | 3 | 0.6 | 2 | -7 | 0 | 8 | 1.1
CC(C)CC1(C)NC(=O)N(CC(=O)Nc2ccc3c(c2)OCCO3)C1=O (stereo not given) | -2.4 | 1 | -6 | -0.9 | 2 | 10 | 5 | 2 | 0.3
COc1ccc(NC(=O)Nc2ccc3c(c2)C(=O)N([C@H](C)CO)C[C@H](C)[C@@H](CN(C)C(=O)NC2CCCCC2)O3)cc1 | 1.4 | 1 | 1 | -0.8 | 1 | 1 | -4 | 1 | -1.0&0.8
CN(C(=O)COC(=O)c1ccc(=O)n(Cc2ccccc2)n1)c1ccccc1 | -1.3 | 0 | -1 | -2.4 | 4 | 6 | 3 | 3 | x
O=C(C[C@H]1C/C=C\C[C@H](Cc2ccc(F)cc2)C(=O)O[C@@H](c2ccccc2)CNC1=O)NCCO | -12 | -2 | -4 | 0.9 | -2 | 1 | 6 | 11 | 0.5
Nc1nonc1-n1nnc(C(=O)N/N=C/C2CCCCC2)c1-c1ccccc1 | -7.4 | -5 | 0 | 2.5 | 3 | 18 | 15 | 1 | -0.5
CCOC(=O)N1CCN(C(=O)c2ccccc2Oc2ccccc2)CC1 | -1.8 | -3 | -3 | -5.1 | 0 | 12 | -14 | 0 | 0.4
COc1cc(OC)cc(C(=O)Nc2ccccc2-c2nnn(CC(N)=O)n2)c1 | -4.1 | -5 | -5 | 0.4 | -1 | -1 | 4 | -7 | x
CN(C(=O)COc1ccc(Cl)cc1)C1(C)CCS(=O)(=O)C1 (stereo not given) | -4.0 | -3 | -12 | 0.5 | -1 | -1 | 6 | 2 | -1.0
Cc1ccc([C@H]2C[C@@H](n3cc(C4CC4)nn3)[C@H](O)CN2C(=O)c2cccs2)cc1 | -1.8 | x | 2 | x | 1 | 12 | 2 | 2 | 0.7
COc1ccccc1/C=C/C=N/N1CCN(Cc2ccc(Cl)cc2)CC1 | -7.7 | 6 | 0 | -0.1 | 6 | 22 | -20 | -8 | -1.0
Nc1nc(SCc2ccc(Br)cc2)n[nH]1 | -0.6 | 2 | 10 | 1.4 | 1 | 0 | 1 | -5 | -1.5
Cc1ccc(CN2CCNC(=O)C2CC(=O)N(C)Cc2cnccn2)cc1 (stereo not given) | -0.6 | 0 | 2 | 0.4 | -2 | 4 | 2 | 9 | -1.2
More results follow:
SMILES | FadD28 FP inh | Rv3671c inh | PrPC TRFRET | Mtb UGM inh | FBA Mtb inh | GDH-TPI inh | BoNT F protease | MazEF act | BioA inh
C=CCNCCCCOc1ccc(OCC)cc1 | -3.5 | 4 | 3 | 3.9 | 3 | -2 | 2 | 3 | -1.8
O=C(c1ccc(NS(=O)(=O)c2ccccc2)cc1)N1CCCCCC1 | 0.4 | x | 1 | 1.8 | 2 | 0 | -9 | 4 | -0.5
CC(Sc1nnc(-c2ccccc2)c(-c2ccccc2)n1)C(=O)Nc1ncc(Cl)cc1Cl (stereo not given) | -4.6 | -7 | 8 | -1.9 | -2 | -6 | -1 | 3 | x
Cc1cc(Br)ccc1NC(=O)C1C2CCC(O2)C1C(=O)O (stereo not given) | 1.3 | -1 | 13 | 1.0 | 0 | 2 | -7 | -5 | -0.9
O=C(Cc1ccsc1-c1ccccc1)NO | 0.1 | 1 | 3 | -0.6 | 5 | 12 | -2 | 0 | -3.5
CCOc1ccc(N(CC(=O)NCc2cccnc2)S(=O)(=O)c2ccc(F)cc2)cc1 | -3.9 | -12 | -1 | 0.9 | 0 | 2 | 0 | 1 | -0.9
O=C(c1cc2cc(Br)ccc2o1)N1CCOCC1 | -1.3 | 1 | -3 | -1.4 | -3 | 6 | -1 | 2 | x
O=C(O)CC1(Cc2nc(-c3cccs3)no2)CCCC1 | -2.6 | 1 | 6 | 6.6 | 1 | 0 | -2 | -2 | -0.9
COc1ccc(NC(=O)CSc2nc3ccc(Nc4nc(N5CCOCC5)nc(N5CCOCC5)n4)cc3s2)cc1 | 0.3 | 2 | 3 | -4.5 | 4 | 4 | -1 | -15 | 0.3
CCn1c(CCNC(=O)c2ccc(OC)cc2)nnc1SCC(=O)Nc1ccccc1F | -1.5 | 5 | 0 | 2.1 | 2 | 7 | -6 | -4 | 7.7
COc1ccc(-n2c3nc4ccccc4nc3c3c(=N)oc(C)nc32)cc1 | -2.5 | -14 | -14 | 5.1 | 13 | 18 | -27 | 4 | -0.9
CC1CCCN(C2=NC(=O)/C(=C/c3cn(-c4ccccc4)nc3-c3cccc(S(=O)(=O)N(C)C)c3)S2)C1 (stereo not given) | -5.3 | 0 | 1 | -2.3 | -8 | -9 | 13 | -15 | x
CCOC(=O)C1=C[C@@H](C(C)(C)C)N(S(=O)(=O)c2ccc(C)cc2)[C@H]1c1ccc(OC)cc1 | -2.1 | x | 0 | x | 1 | x | 3 | x | -2.6
Cc1cccc(C)c1OCC(=O)N/N=C/c1cc2c(cc1[N+](=O)[O-])OCO2 | -1.4 | 6 | -7 | 1.6 | -1 | 5 | -2 | 4 | 0.3
CC(Oc1cc(C(F)(F)F)cc(C(F)(F)F)c1)C(=O)NC(N)=O (stereo not given) | 0.0 | -2 | -1 | 1.3 | 2 | 2 | -7 | 7 | 0.7
Cc1cc(NN)nc(Cc2ccccc2)n1 | 0.5 | 0 | 7 | -0.6 | 0 | 4 | -4 | 2 | -0.5
CN(c1ncnc(N)c1[N+](=O)[O-])C1CCCCC1 | -0.7 | 9 | -2 | -0.8 | 0 | 12 | -2 | 4 | 0.2
O=C(Cn1c(C(F)(F)F)nc2ccccc21)c1ccccc1 | -1.2 | -4 | 6 | -0.3 | 3 | 6 | 5 | -7 | -0.3
Cc1ccc(C2CC(C(F)(F)F)n3nc(C(=O)Nc4c(C)n(C)n(-c5ccccc5)c4=O)cc3N2)cc1 (stereo not given) | -0.3 | -3 | -5 | 1.5 | 4 | 3 | -4 | -3 | x
COc1ccc(NC(=S)NNC(=O)CCn2cc([N+](=O)[O-])cn2)cc1 | -1.8 | 2 | 2 | 0.5 | -1 | -1 | -3 | -4 | x
CN(c1ccccc1C(=O)O)S(C)(=O)=O | -3.3 | -2 | 3 | -5.2 | 1 | -13 | 4 | 3 | -1.9
COc1ccc(-c2nc3c(c(=O)[nH]c(=O)n3Cc3ccccc3)n2C)cc1 | -1.5 | -3 | -1 | -2.2 | 2 | 8 | 16 | 7 | x
CN1CCN(C(=O)CCN2C(=O)c3ccccc3S2(=O)=O)CC1 | -0.6 | -4 | 7 | -0.7 | -2 | 4 | u | 0 | 0.6
CNS(=O)(=O)c1ccc(NC(=O)C(CCSC)NC(N)=O)cc1 (stereo not given) | -3.5 | -3 | 4 | -0.7 | -3 | -13 | -7 | 9 | 0.4
COCCSc1nnc(NC(=O)C2CC(=O)N(c3ccc(Cl)cc3)C2)s1 (stereo not given) | 1.8 | -4 | -5 | 1.6 | 3 | 3 | -3 | -6 | x

Results in BoNT F protease (two entries from above):
Molecule | BoNT F protease
COCCSc1nnc(NC(=O)C2CC(=O)N(c3ccc(Cl)cc3)C2)s1 (stereo not given) | -3
O=C(Cc1ccsc1-c1ccccc1)NO | -2

Another view of 2 compounds above:
Results follow in this order: FadD28 FP inh, Rv3671c inh, PrPC TRFRET, Mtb UGM inh, FBA Mtb inh, GDH-TPI inh, BoNT F protease, MazEF act, BioA inh
O=C(c1ccc(NS(=O)(=O)c2ccccc2)cc1)N1CCCCCC1
    0.4, x, 1, 1.8, 2, 0, -9, 4, -0.5
CC(Oc1cc(C(F)(F)F)cc(C(F)(F)F)c1)C(=O)NC(N)=O (stereo not given)
    0.0, -2, -1, 1.3, 2, 2, -7, 7, 0.7

(next part)
SMILES | FadD28 FP inh | Rv3671c inh | PrPC TRFRET | Mtb UGM inh | FBA Mtb inh | GDH-TPI inh | BoNT F protease | MazEF act | BioA inh
O=C(Cn1c(=O)cnc2ccccc21)N1CCN(S(=O)(=O)c2ccccc2Br)CC1 | 0.4 | 4 | -2 | 0.8 | 3 | -1 | -2 | -4 | 2.1
c1ccc(CNCCCn2cnc3c(OCc4ccccc4)ncnc32)cc1 | -2.9 | x | 0 | x | 1 | 9 | -10 | 5 | 0.9
CN(C)c1ccc(/C=N/NC(=O)CNC(=O)/C=C/c2ccccc2)cc1 | 0.2 | 2 | -5 | -1.2 | 8 | 17 | 8 | 1 | -1.1
N#CCCN(Cc1ccccc1)C(=O)c1nccnc1C(=O)O | x | 1 | 0 | -1.2 | 3 | -3 | 3 | 5 | -1.3
NC(=O)c1ccc(NC(=O)CSc2nnc(-c3ccncc3)n2Cc2ccco2)cc1 | 0.1 | 7 | 4 | 1.0 | 1 | -2 | 4 | -5 | -2.0
COc1ccccc1CN(C)C(=O)C(c1ccccc1)c1ccccc1 | -0.6 | -2 | 8 | 1.3 | 0 | 0 | u | -3 | 0.2
O=S(=O)(NCCCN1CCN(c2ccccc2F)CC1)c1cccc2cccnc12 | -1.7 | -1 | x | 0.6 | 0 | 5 | -3 | 1 | 0.3

Structural class: those above containing a tert-butyl group
SMILES | FadD28 FP inh | Rv3671c inh | PrPC TRFRET | Mtb UGM inh | FBA Mtb inh | GDH-TPI inh | BoNT F protease | MazEF act | BioA inh
C/C(Cc1ccccc1)=N\NC(=O)c1cc(C(C)(C)C)[nH]n1 | 0.3 | 3 | 1 | 2.0 | 2 | 2 | -2 | 4 | x
CCOC(=O)C1=C[C@@H](C(C)(C)C)N(S(=O)(=O)c2ccc(C)cc2)[C@H]1c1ccc(OC)cc1 | -2.1 | x | 0 | x | 1 | x | 3 | x | -2.6
